From PubChem BioAssay
RmlCD inh 1536: M. tuberculosis RmlC/RmlD inhibition. P9WH09+P9WH11. RmlC+RmlD coupled enzyme assay, percent inhibition; primary screen in compound mixtures. inhibition, % at 3.6 µM. 160,000 compounds, 0.03% hits. AID 1533; in the data active = inhibition mostly above about 34%, no sharp cut-off; inconclusive = no clear call, values can overlap the other calls; inactive = mostly below about 22%; also: some results filed as inactive read as strong as hits
Target sequence (P9WH09 whole entry, looked up): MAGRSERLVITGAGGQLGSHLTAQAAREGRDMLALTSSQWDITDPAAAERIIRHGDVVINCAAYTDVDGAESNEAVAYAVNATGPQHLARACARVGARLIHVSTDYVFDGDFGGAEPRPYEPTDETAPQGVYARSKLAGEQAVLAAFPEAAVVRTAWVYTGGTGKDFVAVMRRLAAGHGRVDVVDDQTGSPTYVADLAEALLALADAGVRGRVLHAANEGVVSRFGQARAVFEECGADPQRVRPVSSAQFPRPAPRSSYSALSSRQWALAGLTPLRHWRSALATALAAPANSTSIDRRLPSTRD
Target sequence (P9WH11 whole entry, looked up): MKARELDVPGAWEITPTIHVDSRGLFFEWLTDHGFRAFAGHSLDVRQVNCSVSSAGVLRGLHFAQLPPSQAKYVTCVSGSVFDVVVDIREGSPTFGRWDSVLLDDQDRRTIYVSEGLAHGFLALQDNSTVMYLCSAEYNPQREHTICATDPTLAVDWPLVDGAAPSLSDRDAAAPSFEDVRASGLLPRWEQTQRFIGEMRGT
GlmU inhibition: inhibition of mycobacterial GlmU enzyme – biochemical, glucosamine-1-phosphate acetyltransferase (AID 1376) | M. tuberculosis GlmU acetyltransferase enzyme assay; higher % means a stronger effect | inhibition, %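 (tested at 30 µM in the primary screen)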, or IC50 in µM where a hit was titrated | 220,000 compounds, 0.25% hits; in the data active = inhibition above about 13%; inconclusive = no clear call, values can overlap the other calls;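 also: 0% = complete reaction with vehicle and 100% = reaction without substrate; strong numbers were not always called active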
Active calls of the source: *; u = inconclusive; x = no result given. Some of the compounds tested, so the mix of outcomes need not match the whole.

SMILES	RmlCD inh 1536	GlmU inhibition
COc1cccc(-c2nn3c(-c4cccc(C)c4)nnc3s2)c1	-7	5.4%
Cc1c(Cl)cccc1NC(=O)CNc1ccccc1F	7	1.1%
CC(C)=CCN1CCN(Cc2ccc(Oc3ncccn3)cc2)CC1CCO (stereo not given)	-10	3.1%
CCN(CC)S(=O)(=O)c1cccc(-c2cn3cccnc3n2)c1	-8	-4.0%
CC(=O)c1cccc(NC(=O)Nc2cnn(Cc3ccc(F)cc3)c2)c1	13	-0.1%
CCc1cc(=O)oc2cc(OCC(=O)OC)c(Cl)cc12	-2	-3.8%
O=C1S/C(=C/c2ccccc2F)C(=O)N1CCN=C1NS(=O)(=O)c2ccccc21	-8	-2.3%
COc1ccc(C2CC(C(F)(F)F)n3ncc(C(=O)NCc4cccnc4)c3N2)cc1OC (stereo not given)	x	-3.7%
O=S(=O)(c1ccc(N2CCCC2)nc1)N1CCOCC1	-4	3.5%
CS(=O)(=O)N1CCc2cc(-c3csc(NC(=O)Cc4cccs4)n3)ccc21	-4	5.9%
COc1ccc(NC(=O)CS(=O)CC(=O)NC2CCCc3ccccc32)cc1 (stereo not given)	x	-3.9%
CC(NC(=O)C1CCCC1)C1CC2CCC1C2 (stereo not given)	x	1.7%
Nn1cnnc1SCC(=O)N(C1CCCCC1)C1CCCCC1	7	-4.7%
COc1cc(S(=O)(=O)N2CCN(c3ccc(F)cc3)CC2)ccc1Cl	-1	1.2%
CCN(C(=O)c1cc(Cl)ccc1OC)C1CCCCC1	-11	8.6%
CCc1[nH]nc2c1C(c1ccc(C)o1)C(C#N)=C(N)O2 (stereo not given)	x	1.1%
CC(C)(C)OCC(NC(=O)C(CC(N)=O)NC(=O)OC(C)(C)C)C(=O)OC(C)(C)C (stereo not given)	-9	4.5%
Cc1ccc(C)c(N/C=C(\C#N)c2nc3ccccc3o2)c1	x	-0.6%
CCCOc1ccc(/C(O)=C2/C(=O)C(=O)N(CCCn3ccnc3)C2c2ccco2)cc1 (stereo not given)	-4	4.5%
COc1ccc(S(=O)(=O)N2CCC3(CC2)OCCO3)cc1	-8	1.6%
CCOC(=O)c1ccc(Nc2nnc(C)c3ccccc23)cc1	-14	3.3%
Cc1nn(C)cc1/C=N/NC(=O)c1sc2ccccc2c1Cl	13	4.6%
Cn1c(SCC(=O)N2CCN(Cc3ccccc3)CC2)nnc1-c1ccncc1	-10	2.5%
COc1ccc(S(=O)(=O)N2CCOCC2)cc1C(C)C	1	-2.9%
Cn1ccnc1SCC(=O)Nc1ccc2c(c1)OCO2	57	-2.0%

Remaining list, next part
SMILES	RmlCD inh 1536	GlmU inhibition
O=C(O)c1cc(-c2ccc(Cl)cc2)n(-c2ccc(Cl)cc2)n1	-8	-2.4%
C=CCNC(=O)CN1C2CCCC1CC(NC(=O)c1ccccc1C)C2 (stereo not given)	-10	4.8%
CC(=O)c1ccc(NC(=O)c2cc(CC(C)C)on2)cc1	16	6.1%
CCn1cnc2sc(C(=O)Nc3ccc4c(c3)OCO4)c(C)c2c1=O	x	1.9%
CCN(CC)S(=O)(=O)c1ccc(N/N=C/c2cccnc2)nc1	x	-0.6%
CN(c1ccccc1C(=O)Nc1ccc(F)c(Cl)c1)S(C)(=O)=O	3	-3.1%
CCOC(=O)C1=C(C)N(C)C(C)=C(C(=O)OCC)C1c1ccncc1	x	3.0%
O=C(CCC(=O)CCN1CCCCC1)CCN1CCCCC1	5	-3.1%
O=C(NCCN1CCOCC1)c1ccc(F)cc1	4	1.5%
CCn1cc(CNC(=O)CC2C(=O)NCCN2CC(c2ccccc2)c2ccccc2)cn1 (stereo not given)	2	-0.7%
COc1ccc(OC)c(C(=O)CSc2nnnn2C)c1	x	-1.2%
O=C(CCC(=O)Nc1cccc(Cl)c1)N/N=C/c1cc([N+](=O)[O-])ccc1O	-7	2.2%
N#C/C(=C\c1c(Cl)cccc1Cl)c1nc2ccccc2[nH]1	1	3.3%
Cn1c(C(=O)OC(C(=O)NCC2CCCO2)c2cccnc2)cc2sccc21 (stereo not given)	-13	3.5%
CCS(=O)(=O)NCCc1cc2ccc(C)cc2[nH]c1=O	4	-2.5%
Cc1ccc(NC(=O)CO/N=C(\N)c2nonc2N)cc1C	9	2.9%
O=C(O)c1sc2cc(C(F)(F)F)cnc2c1-c1ccccn1	-6	8.0%
c1coc(CNc2nc3ccccc3n2CCN2CCOCC2)c1	x	-3.6%
CCCCNC(=O)C1CC(c2cccc([N+](=O)[O-])c2)=NO1 (stereo not given)	7	-2.6%
Cc1cc(C)c(NC(=O)C2CC(=O)N(Cc3ccccc3)C2)c(C)c1 (stereo not given)	-4	6.0%
COc1ccccc1N(C)S(=O)(=O)c1ccc(C(=O)N(CC(N)=O)C(C)C)cc1	-1	1.0%
CC(=O)c1c(C)n(CCO)c2ccc(O)cc12	-6	7.0%
C/C(=N/NC(=O)CSc1ccccn1)c1ccc([N+](=O)[O-])cc1	-6	-2.4%
CN=Cc1nc(-c2ccccc2)oc1O	x	7.0%
COc1cc(C(=O)NCC(c2cccnc2)N2CCN(C)CC2)cc(OC)c1OC (stereo not given)	-10	-1.6%

A second format for part of the listing above.
Value order – RmlCD inh 1536, GlmU inhibition
CCN(CC)S(=O)(=O)c1ccc(N/N=C/c2cccnc2)nc1
    x, -0.6%
CN(c1ccccc1C(=O)Nc1ccc(F)c(Cl)c1)S(C)(=O)=O
    3, -3.1%
CCOC(=O)C1=C(C)N(C)C(C)=C(C(=O)OCC)C1c1ccncc1
    x, 3.0%
O=C(CCC(=O)CCN1CCCCC1)CCN1CCCCC1
    5, -3.1%
O=C(NCCN1CCOCC1)c1ccc(F)cc1
    4, 1.5%
CCn1cc(CNC(=O)CC2C(=O)NCCN2CC(c2ccccc2)c2ccccc2)cn1 (stereo not given)
    2, -0.7%
COc1ccc(OC)c(C(=O)CSc2nnnn2C)c1
    x, -1.2%
O=C(CCC(=O)Nc1cccc(Cl)c1)N/N=C/c1cc([N+](=O)[O-])ccc1O
    -7, 2.2%
N#C/C(=C\c1c(Cl)cccc1Cl)c1nc2ccccc2[nH]1
    1, 3.3%
Cn1c(C(=O)OC(C(=O)NCC2CCCO2)c2cccnc2)cc2sccc21 (stereo not given)
    -13, 3.5%
CCS(=O)(=O)NCCc1cc2ccc(C)cc2[nH]c1=O
    4, -2.5%
Cc1ccc(NC(=O)CO/N=C(\N)c2nonc2N)cc1C
    9, 2.9%
O=C(O)c1sc2cc(C(F)(F)F)cnc2c1-c1ccccn1
    -6, 8.0%
c1coc(CNc2nc3ccccc3n2CCN2CCOCC2)c1
    x, -3.6%
CCCCNC(=O)C1CC(c2cccc([N+](=O)[O-])c2)=NO1 (stereo not given)
    7, -2.6%
Cc1cc(C)c(NC(=O)C2CC(=O)N(Cc3ccccc3)C2)c(C)c1 (stereo not given)
    -4, 6.0%
COc1ccccc1N(C)S(=O)(=O)c1ccc(C(=O)N(CC(N)=O)C(C)C)cc1
    -1, 1.0%

Remaining list, next part.
SMILES	RmlCD inh 1536	GlmU inhibition
Cc1ccc2c(c1)oc(=O)n2CC(=O)c1ccccc1	x	2.2%
O=C(Cn1cc(C(F)(F)F)ccc1=O)N/N=C/c1ccc(F)cc1	-14	2.8%
C=CCn1c(SCC(O)Cn2c3ccccc3c3ccccc32)nnc1-c1ccco1 (stereo not given)	x	0.6%
COc1ccc([N+](=O)[O-])cc1NC(=O)COC(=O)c1ccc(O)cc1	-13	-0.3%
Cc1ccc(S(=O)(=O)N2C(=S)SCC2(C)C)cc1	-11	-5.7%
O=C(Nc1ccccc1)n1ccc(-c2ccc(-n3ccnc3)cc2)n1	-9	8.1%
Cc1ccc(S(=O)(=O)CC(=O)NC(C)(C)C)cc1	x	-3.5%
O=C(CCl)NCCNC(=O)c1cc(OCC(F)(F)F)ccc1OCC(F)(F)F	-9	1.3%
O=C(N/N=C/c1ccco1)C1CC(=O)N(c2ccccc2)C1 (stereo not given)	13	-4.6%
CC(=O)C(Cc1ccccc1)NC(=O)CCl (stereo not given)	6	7.7%
COc1ccc(/C(C)=N/NC(=S)NCCc2ccccc2)cc1	2	4.6%
COCCCn1c(C)c(C(C)=O)cc(NC(=O)c2ccccc2)c1=O	5	2.5%
CCc1cccc(C)c1NC(=O)C1CCCO1 (stereo not given)	x	2.3%
Nc1n[nH]c(S(=O)(=O)CCCc2ccccc2)n1	5	0.9%
CCC(=O)n1nc(NCc2ccc(OC)c(OC)c2)nc1NCc1ccc(OC)c(OC)c1	x	-6.9%
Cn1c(NC(=O)CCC2CCCCC2)cc(=O)n(C)c1=O	6	-1.4%
CC(C)c1nnc(NC(=O)c2c(O)c3cccc4c3n(c2=O)CCC4)s1	2	3.4%
O=S(=O)(c1ccccc1)N1N=C(c2cccs2)CC1c1ccc(Br)cc1 (stereo not given)	-7	-3.1%
Cc1nn(Cc2ccccc2)c(Cl)c1/C=C/C(=O)OCC(=O)N1CCCC1=O	5	-1.0%
Cc1nn(-c2ccccc2)c(C)c1C(=O)Oc1ccccc1	-11	-3.2%
CCCCN(CC)c1nc(-c2ccncc2)nc2ccccc12	x	3.4%
COc1ccc(-n2nc(C(=O)NCC(=O)N3CCN(Cc4ccc5c(c4)OCO5)CC3)c3ccccc3c2=O)cc1OC	1	-3.8%
CCn1c(C(C)NC(=O)c2cccs2)nc2ccccc21 (stereo not given)	-8	-8.3%
N#Cc1ccccc1S(=O)(=O)N1CCN(CC(O)c2ccccc2)CC1 (stereo not given)	-13	-0.1%
Cc1ccc(N(CC(=O)O)S(=O)(=O)c2cccc3nonc23)cc1	x	1.1%

Additional entries
SMILES	RmlCD inh 1536	GlmU inhibition
Cc1cc2c(c(=O)o1)C1(C(=O)N(CC(=O)O)c3ccccc31)C(C#N)=C(N)O2 (stereo not given)	-10	3.6%
COc1ccc(C)cc1NC(=O)C(CCS(C)(=O)=O)NC(C)=O (stereo not given)	6	-3.6%
CCOC(=O)c1sc(=S)n(-c2ccc(F)c(F)c2)c1N	7	2.6%
CCn1c(CNc2nc3ccccc3n2C(C)C)nc2ccccc21	x	4.4%
Cc1cc(C)c2c(CC(=O)O)c(C)[nH]c2c1	12	1.4%
Cc1nc2ccc(NC(=O)Cc3cccs3)cc2s1	x	0.5%
O=C(Cc1ccccc1[N+](=O)[O-])NCCC1=CCCCC1	6	1.4%
O=C(NC(=S)Nc1ccccc1N1CCOCC1)c1cccs1	-38	0.2%
Cc1sc2nc(CN3CCOCC3)nc(NCCc3ccccc3)c2c1C	x	2.1%
Cc1nn(-c2ccc(C(=O)Nc3nnc(C4CC4)s3)cc2)c(C)c1Cl	x	1.6%
CSc1nsc(SCC(=O)N2CCCCC2)n1	10	3.9%
COc1ccc(C(=O)OCC(=O)NCC2CCCCC2)cc1S(=O)(=O)N1CCCc2ccccc21	13	1.1%
O=C(CSc1ccccc1)NCc1ccco1	x	1.4%
O=C(NCc1ccco1)c1ccc(COc2cc(Cl)ccc2Cl)cc1	u	1.6%
C#CCN1C(=O)C(O)(CC(=O)c2cccc(OC)c2)c2ccccc21 (stereo not given)	18	1.6%
CCOC(=O)C1=C(CSc2nccn2C)NC(=O)NC1c1ccc2c(c1)OCO2 (stereo not given)	-1	2.3%
CCCCOc1ccc(C(O)C(CN2CCCCC2)c2ccccc2)cc1 (stereo not given)	-13	-5.3%
Cc1cccc(C)c1Nc1nnc(SCc2nc3ccccc3s2)s1	-42	1.2%
Cc1c(-c2ncn[nH]2)sc(C#N)c1-c1ccccc1	5	1.3%
CCSc1ccccc1C(=O)NC1CCCCC1	-15	2.9%
CCOC(=O)c1ccc(S(=O)(=O)N2CCN(S(=O)(=O)CC)CC2)cc1	-4	-5.9%
CCOC(=O)C1CCN(C(C)=C2C(=O)c3ccccc3C2=O)CC1	-6	6.0%
CCC(C)N(C(=O)COC(=O)Cc1n[nH]c(=O)c2ccccc12)C1CCS(=O)(=O)C1 (stereo not given)	x	-5.3%
O=C(N/C(=C/c1ccccc1)C(=O)N1CCCCCC1)c1ccccc1	6	-1.6%
CSc1nc(C)c2c(n1)N(c1ccc(C(C)C)cc1)CC2	-4	x

(further entries)
SMILES	RmlCD inh 1536	GlmU inhibition
BrC(/C=C\c1ccccc1)=N/Nc1nc(N2CCOCC2)nc(N2CCOCC2)n1	8	2.6%
C/C(=N\Nc1ccc(S(=O)(=O)Nc2ccccc2)cc1[N+](=O)[O-])c1ccncc1	-6	-1.9%
COc1ccccc1N1C(=O)CC(Sc2n[nH]c(-c3cccc(C)c3)n2)C1=O (stereo not given)	4	13%
CSc1ccc(S(=O)(=O)Nc2ccc(S(=O)(=O)Nc3ccc(C)cc3)cc2)cc1	x	0.7%
Cn1c(SCc2ccccn2)nnc1-c1ccccc1	-1	-5.1%
O=C(CSc1nc(CCC2CCCC2)nc2ccccc12)NCc1ccc2c(c1)OCO2	-9	2.0%
COc1ccc(Nc2nc(Nc3ccc(OC)cc3OC)nc(N3CCN(C)CC3)n2)c(OC)c1	x	-2.0%
CC[C@@H](C)C(N)c1cn([C@@H](CCC(=O)O)C(=O)N2CCNCC2)nn1 (stereo not given in full)	x	-0.8%
O=C1NC(=O)/C(=C/c2cccc([N+](=O)[O-])c2)N1	6	1.8%
O=C(Nc1cccnc1)C1CC(c2ccccc2O)=NO1 (stereo not given)	x	4.4%
Fc1ccc(NC(=S)Nc2ccc(Cl)cc2Cl)cc1	-6	-2.2%
Cn1nc(C(C)(C)C)c([N+](=O)[O-])c1C(N)=O	12	-2.2%
Cc1ccccc1N1CCN(S(=O)(=O)c2ccc3oc(=O)ccc3c2)CC1	x	-1.0%
COc1ccc(Nc2nc(N)nc(C(F)(F)F)n2)c(OC)c1	4	x
COc1cc(NS(=O)(=O)c2ccc(NC(=S)NC(=O)CC(C)C)cc2)nc(OC)n1	x	-1.8%
